Glioma ERSR ind – qHTS for Inducers of the Endoplasmic Reticulum Stress Response (ERSR) in Human Glioma: qHTS. U87-MG GRP78 promoter luciferase reporter, 16 h. Potency, µM, for the others: at the top dose activation, usual class: activators. 420,000 tested, 0.02% active. AID 602332, 2012; further: potency means the concentration at half of the fitted maximal effect; series mostly up to about 76 µM; % of control where 0% means no effect; nearly all actives have a fitted effect of over 35% in size
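Stably transfected U87-MG human glioma cells carrying a GRP78-based luminescent sensor were seeded at 1000 cells/well, pin-dosed with compounds and incubated 16 h. Luciferase reagent was then added, and end-point luminescence was read after 10 min at room temperature.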
D2 antag – HTS Assay for Allosteric Antagonists of the Human D2 Dopamine Receptor: Primary Screen for Antagonists | D(2) dopamine receptor (Homo sapiens), P14416 | HEK293 TREx D2 cells, calcium flux, dopamine EC80 | inhibition, % at 10 µM | 340,000 tested, 2% active; in the data active means inhibition above about 30%; further: 0% is about no effect
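Cells plated overnight at 30 C with tetracycline; no-wash calcium dye, 30–90 min RT; 10 s baseline; compound pinned; 180 s read; EC80 dopamine added; another 180 s read.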
Vif-A3F inh – qHTS for Inhibitors of Vif-A3F Interactions: qHTS. 390,000 tested, 0.2% active. HeLa A3F-eYFP + Vif (tagged APOBEC3F with the HIV-1 protein that degrades it), YFP fluorescence increase. Potency, µM (doses to about 46.1 µM), inactives show at the top dose activity, negative = active; further: potency means the concentration at half of the fitted maximal effect; % of control where 0% means no effect; nearly all actives have a fitted effect of over 65% in size
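Fluorescence increase (Ex 488/Em 500-530) after overnight compound treatment at 37 deg C flags inhibition of Vif-driven A3F-eYFP loss in stable HeLa A3F-eYFP/Vif cells seeded overnight beforehand.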
LDHA block – qHTS assay for inhibitors of human lactate dehydrogenase | purified LDHA, NADH/diaphorase-resazurin fluorescence; hits give low values | activity change, % (values are at about 110 or 230 µM) | 480,000 tested, 0.15% active | AID 1347041, 2019; in the data active means activity change below about -30%; inconclusive means mostly about -25% to -30%;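 further: plate controls were DMSO wells for no effect and wells without enzyme for full effect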
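Remaining NADH was detected by diaphorase (0.133 mg/mL) converting 37 µM resazurin to fluorescent resorufin, read at 0 and 20 minutes. The preceding 5-minute room-temperature reaction used 2 nM LDHA, 0.2 mM sodium pyruvate and 0.06 mM NADH at pH 7.4.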
RGS4 inh – Inhibitors of Regulator of G Protein Signaling (RGS) 4: qHTS; 390,000 tested, 0.039% active; Transcreener GDP fluorescence polarization, RGS4-accelerated GTP hydrolysis; Potency, µM (doses to about 114 µM), inactives show at the top dose activity change, negative = inhibition, usual class: inhibitors; AID 504845, 2011; Regulator of G-protein signaling 4 (Homo sapiens), P49798; further: potency means the concentration at half of the fitted maximal effect; on the % scale 0 is the no-effect control and ±100 the full control effect; nearly all actives have a fitted effect of over 75% in size; some results filed as inactive show a strong effect at the top dose
Target sequence (P49798 whole entry, looked up): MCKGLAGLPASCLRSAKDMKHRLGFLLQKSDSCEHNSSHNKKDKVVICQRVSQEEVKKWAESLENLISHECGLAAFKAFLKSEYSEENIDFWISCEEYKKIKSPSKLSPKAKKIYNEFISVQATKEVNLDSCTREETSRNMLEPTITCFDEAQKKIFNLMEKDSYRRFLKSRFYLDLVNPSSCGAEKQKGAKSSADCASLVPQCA
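MLSMR compounds (23 nl, pin-transferred) preincubated 10 min at room temperature with a 500nM (2x) first reagent, then RGS4 at 900nM (2x) plus Transcreener GDP mix added; fluorescence polarization (620/688 nm) read before and after 90 min at 30 °C.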
ERG Ets-DNA blk – qHTS for Small Molecule Inhibitors of the ERG Ets/DNA interaction; fluorescence polarization, His-ERG Ets domain / labelled DNA; Transcriptional regulator ERG (Homo sapiens), P11308; AID 624246, 2012; Potency, µM (doses to about 76.9 µM), for inactives: at the highest dose FP activity, negative = inhibition, most hits filed as inhibitors; 370,000 tested, 0.028% active; active means well fitted inhibition curve with a large enough effect in the polarisation, with a control signal flat; inconclusive means small, poorly fitted or top-dose-only effect, or effect the other way, or a change in a side signal; inactive means no such curve, though single readings can be large or run the other way; the % refers to the polarisation;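 further: polarization taken with two DNA probes labelled with fluorescein and Texas red; potency means the concentration at half of the fitted maximal effect; % of control where 0% means no effect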
Target sequence (P11308 whole entry, looked up, the tested form may be a part): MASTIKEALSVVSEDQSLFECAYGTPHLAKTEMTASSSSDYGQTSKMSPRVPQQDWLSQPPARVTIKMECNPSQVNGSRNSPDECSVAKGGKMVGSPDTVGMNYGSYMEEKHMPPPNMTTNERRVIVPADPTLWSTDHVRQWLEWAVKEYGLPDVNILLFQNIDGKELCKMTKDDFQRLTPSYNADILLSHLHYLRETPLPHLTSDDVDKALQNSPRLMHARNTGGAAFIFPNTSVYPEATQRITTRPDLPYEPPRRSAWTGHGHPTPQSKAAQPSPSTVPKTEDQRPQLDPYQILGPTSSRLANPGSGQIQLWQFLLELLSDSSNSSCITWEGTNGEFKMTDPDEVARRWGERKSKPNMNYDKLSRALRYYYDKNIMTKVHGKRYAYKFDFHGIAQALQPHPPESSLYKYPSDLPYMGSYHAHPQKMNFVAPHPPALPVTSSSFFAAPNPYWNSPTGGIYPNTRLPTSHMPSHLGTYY
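His-tagged ERG Ets domain (1 uM in the protein solution; 300mM KCl, 50mM Tris-HCl, 1mM EDTA, 1mM DTT, pH 7.5) received compound, then a probe mix of 5 nM fluorescein-DNA and 100nM Texas-615-DNA. Fluorescence polarization was read for both dyes.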
Vif-APOBEC3G blk – qHTS for Inhibitors of Vif-A3G Interactions: qHTS | DNA dC->dU-editing enzyme APOBEC-3G (Homo sapiens), Q9HC16 | HeLa A3G-eYFP + Vif (tagged APOBEC3G with the HIV-1 protein that degrades it), YFP fluorescence, overnight | Potency, µM (series often up to 46.1 µM), without a hit: at the top dose activity, negative = active, actives largely listed as inhibitors | 410,000 tested, 0.076% active;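 further: potency means the concentration at half of the fitted maximal effect; on the % scale 0 is the no-effect control and ±100 the full control effect; nearly all actives have a fitted effect of over 60% in size; hits raise eYFP signal because A3G escapes Vif-driven loss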
Target sequence (Q9HC16 whole entry, looked up): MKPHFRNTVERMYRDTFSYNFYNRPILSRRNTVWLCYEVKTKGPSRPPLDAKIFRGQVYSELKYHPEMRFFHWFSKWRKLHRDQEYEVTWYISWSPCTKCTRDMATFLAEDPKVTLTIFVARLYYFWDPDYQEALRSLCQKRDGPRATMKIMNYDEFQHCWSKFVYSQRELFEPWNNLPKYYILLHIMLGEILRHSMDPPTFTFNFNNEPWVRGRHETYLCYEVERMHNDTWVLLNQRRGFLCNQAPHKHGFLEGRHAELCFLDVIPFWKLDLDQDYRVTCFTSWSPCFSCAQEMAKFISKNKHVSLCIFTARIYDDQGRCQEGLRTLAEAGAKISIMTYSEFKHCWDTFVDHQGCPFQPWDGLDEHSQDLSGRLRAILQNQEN
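Read-out is eYFP fluorescence (Ex 488/Em 500-530) from Vif-expressing HeLa A3G-eYFP cells; more signal means A3G escaped Vif-mediated degradation. Cells plated overnight, compound pinned in, incubated overnight at 37 deg C.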
12-LOX inh – Primary qHTS assay for inhibitors of human arachidonate 12S-lipoxygenase (ALOX12): Round 2. purified 12hLO, xylenol orange hydroperoxide absorbance. Polyunsaturated fatty acid lipoxygenase ALOX12 (Homo sapiens), P18054. 580,000 tested, 1.1% active. AID 1671190, 2021. Potency, µM (highest dose often 108 µM), for the others: top-dose activity change, negative = inhibition, usual class: inhibitors; further: potency means the concentration at half of the fitted maximal effect; on the % scale 0 is the no-effect control and ±100 the full control effect
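Purified human 12hLO at 150 nM in 25 mM Hepes, 0.01% Triton X-100, pH 7.0, preincubated 15 min at room temperature with compound. Reaction started with 40 uM arachidonic acid, 30 min at room temperature. Hydroperoxide measured by Fe-xylenol orange, 573/405 nm absorbance ratio.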
D2 ag – HTS Assay for Allosteric Agonists of the Human D2 Dopamine Receptor: Primary Screen for Agonists; HEK293 T-REx D2 cells, calcium flux agonist mode; activation, % at 2 µM; 340,000 tested, 0.53% active; D(2) dopamine receptor (Homo sapiens), P14416; AID 485358, 2010;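 active means activation over 3 SD above normal in the single-dose calcium agonist read, cut at about 30% in these data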; further: 0% is about no effect
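Tetracycline-induced HEK293 Trex cells with D2 receptor force-coupled to calcium signaling, plated overnight at 30 C and loaded with no-wash calcium dye. Calcium flux read kinetically for 180 s after compound addition; responses flag agonists.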
* = called active by the depositor; ? = inconclusive; . = not tested or not shown; & = joins results of further samples; [ ] = dose if it differs, or a comment. Unless noted, the call rests on the fitted dose curve; in most records, active means well fitted curve in the direction sought with a large enough effect; inconclusive means small, poorly fitted or top-dose-only effect, or another doubt; inactive means no such curve, though single readings can be large; an effect the other way counts as inactive or inconclusive. The list is partial (hit frequency here may not be typical).

cpd	molecule	Glioma ERSR ind	D2 antag	Vif-A3F inh	LDHA block	RGS4 inh	ERG Ets-DNA blk	Vif-APOBEC3G blk	12-LOX inh	D2 ag
1	O=C1c2oc3ccccc3c(=O)c2C(c2cccnc2)N1CCCN1CCOCC1 (configuration not stated)	-5%	35*	4%	2	-15%	-3%	-2%	?	0.2
2	O=C(O)c1cccc(S(=O)(=O)Nc2ccccc2N2CCOCC2)c1	-4%	-6	-5%	2	20%	-1%	-4%	2%	-0.2
3	CCN(CC)CCCNC(=O)CNC(=S)N(CCCN1CCOCC1)Cc1cccs1	-5%	-14	2%	-4	?	-4%	7%	4%	2.2
4	O=C(CSc1n[nH]c(-c2ccccc2F)n1)Nc1cc(F)ccc1F	1%	-15	0%	-7	14%	13%	3%	6%	0.5
5	COc1ccc(-c2cc(CCCC(=O)NCCc3cc(OC)ccc3OC)no2)cc1	-7%	4	5%	2	2%	-9%	2%	-20%	-1.9
6	CCOc1cc(C(=O)NC(=S)Nc2cccnc2)cc(OCC)c1OCC	-3%	.	2%	1	-42%	-3%	-1%	-18%	.
7	O=C(N/N=C/c1cc([N+](=O)[O-])ccc1O)C1CC1	-3%	6	6%	2	-14%	1%	1%	58%	0.6
8	C=CCN1CN=C(NS(=O)(=O)c2ccc(NC(C)=O)cc2)NC1	-6%	7	?	-2	-6%	-1%	0%	8%	-0.1
9	CCCOc1ccc(CNC(=O)C(NS(=O)(=O)c2cccs2)C(C)C)cc1 (configuration not stated)	-4%	.	0%	-1	7%	-11%	0%	-26%	-2.2
10	COc1cccc(NC(=O)Cn2c3ccc(F)cc3c3nc4n(c(=O)c32)CCCS4)c1	-4%	1	0%	0	-24%	0%	-6%	-14%	0.2
11	COc1cccc(C=NNC(=O)c2ccncc2)c1O	-2%	.	2%	21	-16%	5%	1%	7%	.
12	Cc1ncc(CN2CCN(CCC(C)C)C(CCO)C2)s1 (configuration not stated)	0%	20	1%	1	-2%	14%	-1%	-6%	-0.9
13	COc1ccccc1CCc1nnc(CCC(=O)N(C)Cc2ccncc2C)o1	-2%	19	0%	-12	-3%	4%	0%	6%	1.1
14	O=C(NCCCN1CCOCC1)c1cc(-c2cccc(Br)c2)nc2ccccc12	-6%	-19	2%	-8	25%	19%	-7%	?	0.0
15	Cc1c2cnn(-c3ccccc3)c(=O)c2c(C)n1CC(=O)Nc1ccccc1Br	0%	.	-6%	-5	1%	1%	-9%	-28%	-0.9
16	Cc1ccccc1NC(=O)C1CCN(C2=NS(=O)(=O)c3ccccc32)CC1	-1%	-14	1%	-2	4%	2%	0%	-8%	0.9
17	COCC(=O)N1CCC2CC1c1c(-c3ccc(C(F)(F)F)cc3)cccc12 (configuration not stated)	2%	.	-1%	-1	28%	6%	-6%	1%	.
18	CCN(CCNC(=O)C1CCN(S(=O)(=O)c2cccc3cccnc23)CC1)c1ccccc1	-1%	-5	-4%	-6	-15%	-3%	-1%	11%	-0.9
19	Cc1ccc(C(=O)OCC(=O)NNC(=O)c2ccccc2)c(O)c1	1%	-20	2%	-8	-13%	2%	-1%	-2%	0.0
20	CC1CCN(C(=O)CN(Cc2ccc(F)cc2)S(C)(=O)=O)CC1	-2%	8	-19%	-3	3%	0%	2%	0%	0.6
21	Cc1cc(C)c2nc(NC(=O)CN3C(=O)NC4(CCCC4)C3=O)sc2c1	-1%	10	8%	-3	-37%	1%	0%	?	-0.2
22	COc1cccc(CC(=O)N(CCC2=CCCCC2)c2c(N)n(Cc3ccccc3)c(=O)[nH]c2=O)c1	-3%	-1	-15%	-10	3%	6%	-3%	?	2.2
23	O=C1NC[C@@H](Cc2cccc3ccccc23)N(CC2CCCCC2)C1=O	-3%	-2	8%	0	0%	-7%	-6%	?	0.4
24	C(=C\c1nc(-c2cccnc2)no1)/c1ccccc1	-3%	-11	-8%	-12	11%	-4%	3%	-8%	0.2
25	CCn1c(C(=O)NCc2ccccc2OC)cc2sccc21	-2%	.	1%	-1	-1%	1%	-8%	-22%	-0.3
26	COc1ccccc1NS(=O)(=O)c1cccc(C(=O)N2CCN(C(=O)c3ccco3)CC2)c1	-1%	-3	-1%	-14	10%	-5%	-13%	-5%	0.2
27	COc1ccc(-c2ccc3c(c2)S(=O)(=O)c2cccc(C(=O)NC4CCCC4)c2C3=O)cc1OC	-3%	-7	-2%	-5	-8%	-5%	-2%	-22%	2.7
28	C=C[C@@H]1c2c(F)cccc2N(S(=O)(=O)c2ccc(C)cc2)[C@H](c2ccc(OC(C)=O)cc2)C1(C#N)C#N	4%	-10	?	0	1%	0%	-13%	4%	-0.3
29	Cc1ccc(C)n1CCN1CCN(C(=O)c2ccco2)CC1	-4%	3	1%	5	2%	-2%	-7%	0%	25
30	COc1ccc(/C=C2\SC(=S)N(CCCC(=O)N3CCN(C)CC3)C2=O)cc1	-11%	14	-18%	0	-48%	15%	-5%	?	-1.2
31	Cc1ccccc1-c1nnc(SCCC(=O)N2CCOCC2)o1	1%	-2	-6%	-5	-17%	2%	-1%	-9%	-0.4
32	CSc1nc2c(c(=O)[nH]1)C(c1cccs1)C1=C(CCCC1=O)N2 (configuration not stated)	-6%	2	-5%	2	-10%	11%	1%	4%	-0.3
33	C[C@@H]1CC[C@H]2C(=O)N3[C@@H](CC[C@@H](C)[C@@H]3c3ccc(Br)cc3)C(=O)N2[C@H]1c1ccc(Br)cc1	-6%	12	-3%	-2	-23%	-3%	-10%	-12%	0.5
34	Cc1nc2nc(-c3cccs3)cn2nc1C	-14%	-4	-2%	8	-25%[56.9 µM]	7%	-8%	0%	2.4
35	Cc1cc(=O)n(C(C)(C)C)c(=O)n1Cc1ccccc1	-4%	0	2%	-3	34%	0%	1%	0%	-2.1
36	O=C(O)c1cccc(-n2cccc2/C=C2/NC(=O)N(c3ccc(Cl)cc3)C2=O)c1	1%	16	13%	-20	?	-16%	-6%	7.9µM*	2.2
37	N#C/C(=C\c1c(Cl)cccc1Cl)c1nc2ccccc2o1	-6%	-6	8%	0	-6%	-14%	0%	-20%	0.7
38	Cc1ccc(C(=O)Nc2c(C)nc3ccccn3c2=O)cc1	-1%	.	1%	-6	28%	-4%	4%	-4%	0.5
39	COc1cc(-c2nnc(SCC(=O)O)n2-c2ccccc2)cc(OC)c1OC	-5%	-5	-17%	-6	-19%	4%	6%	-3%	0.6
40	Cc1ccc(-n2ncc3c(Nc4c(C)n(C)n(-c5ccccc5)c4=O)ncnc32)c(C)c1	-4%	2	-6%	-6	-1%	.	-2%	4%	0.5
41	Cc1cc(OCc2ccc(C(=O)n3cccn3)o2)ccc1Cl	-9%	-8	-5%	2	-31%[56.9 µM]	2%	-1%	-5%	-0.1
42	COc1ccc(NC(=O)C2CCCN(c3nn4c(=O)cc(C)nc4s3)C2)cc1 (configuration not stated)	-5%	-20	-3%	3	5%	19%	-1%	11%	-0.1
43	S=C(NCC1CCCO1)N1CCN(c2cccc(Cl)c2)CC1 (configuration not stated)	-1%	-12	-1%	-4	7%	-6%	1%	0%	0.3
44	O=C(CSc1nc2ccccc2n1CCc1ccccc1)N1CCOCC1	-4%	5	9%	-8	-8%	-5%	0%	-10%	0.6
45	O=C(c1cccc([N+](=O)[O-])c1)N1CCCC(C(=O)N2CCCCC2)C1 (configuration not stated)	-2%	.	2%	-7	23%	-1%	-3%	26%	0.4
46	O=S(=O)(Nc1ccc(Cl)cc1)c1ccc(NS(=O)(=O)c2ccc3c(c2)OCCO3)cc1	1%	.	8%	-8	4%	-17%	7%	?	18
47	CN(CC1CCOCC1)C(=O)CC1C(=O)NCCN1CC1CCCCC1 (configuration not stated)	-1%	2	0%	-3	-18%	0%	7%	3%	-0.2
48	O=[N+]([O-])c1ccc2nc[nH]c2c1	-1%&-3%	.	-4%	0&0	15%	9%	-4%&3%	1%	.
49	COc1cccc(NC(=O)Cn2c(=O)n(Cc3nc(-c4ccccc4)no3)c(=O)c3ccccc32)c1	-2%	.	0%	0	-6%	3%	-1%	-14%	1.2
50	Cc1cccc(C(=O)NCC(=O)OCc2cc(=O)n3nc(C)sc3n2)c1	-3%	.	6%	4	5%	-2%	3%	-1%	-1.8
51	Cc1ccc(C(=O)N2CCCCC2)cc1NC(=O)c1nsc2ccccc12	-3%	.	-2%	1	-22%	-3%	-1%	?	-0.4

High-throughput results from PubChem.
